Compound activity as filed in PubChem.
SK-BR-3 tox 24h: SK-BR-3 proliferation inhibitors, primary screen, cell-based, human, 24 h. SK-BR-3 viability, CellTiter-Glo ATP luminescence; active compounds read low. viability, % at 10 µM. hit rate 0.47% among 41,000;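 active means viability at or below the median of all test compounds minus 3 SD, in both replicates if run twice, cut at about 45% in these data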;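 further: 100% = median untreated cell wells and 0% = median positive control drug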
An asterisk follows results filed as active. This is a subset. The share of hits here may be higher or lower than overall.

entry	mol	SK-BR-3 tox 24h
1	CCOC(=O)C1=C(O)C(Nc2nccs2)(C(F)(F)F)N=C1C (configuration not stated)	78
2	COc1ccc(S(=O)(=O)N2CCN(C(=O)CCC3CCCC3)CC2)cc1	87
3	CCCCn1c(=O)c(-c2ccccc2)c(O)c2ccccc21	93
4	O=C(O)CCn1c(C2CCCCC2)nc2ccccc21	94
5	CCOC(=O)Cn1nnnc1C(CC)N(Cc1cc2c(C)cc(C)cc2[nH]c1=O)C1CCCC1 (configuration not stated)	89
6	Cc1cc(COc2ccccc2OCCN2CCN(C)CC2)no1	77
7	O=C(CSc1nc2ccccc2[nH]1)N1CCN(c2ccc(F)cc2)CC1	99
8	O=C(NC(=O)c1ccccc1)NC1(C(F)(F)F)OCCO1	78
9	CC(C)NC(=O)Cn1cc(C#N)c2cc(Br)ccc21	99
10	CN(C)S(=O)(=O)N1CCN(c2ccc(Cl)cc2)CC1	95
11	COCC(=O)N(Cc1ccccc1)c1ccccn1	87
12	COc1cc(C(=O)OCC(=O)Nc2ccc3c(c2)OC(F)(F)O3)ccc1OCc1c(C)noc1C	90
13	CCn1c(COc2ccccc2OC)nnc1SCC#N	100
14	Cc1ccccc1C1CC(=O)NC2=C1C(=O)CCC2 (configuration not stated)	98
15	COc1cc(N2CCOCC2)ncn1	88
16	CCOC(=O)C1(C(=O)OCC)C(c2ccccc2)CC(O)N1C(C)=O (configuration not stated)	88
17	O=C(C(c1ccccc1)c1ccccc1)N1CCOCC1	101
18	CCOC(=O)c1cc2c(=O)n3cccc(C)c3nc2n(Cc2ccccc2Cl)c1=N	66
19	CCOc1ccc(N2C(=O)CC(N3CCC(NC(=O)Nc4ccccc4)CC3)C2=O)cc1 (configuration not stated)	82
20	O=C1CC(c2ccco2)CC(O)=C1C=NCC1CCNCC1 (configuration not stated)	104
21	CCOc1ccc(N2CC(C(=O)NCc3cccc(C)c3)CC2=O)cc1 (configuration not stated)	77
22	CCOc1ccccc1N(C(=O)CNC(=O)c1ccco1)C(C(=O)NC1CCCC1)c1cccnc1 (configuration not stated)	74
23	CN(C)CCNc1nc(-c2ccco2)c2c(c1C#N)CC(C)(C)OC2	101
24	COc1ccccc1Oc1ccc(S(=O)(=O)N2CCCC2)cc1	65
25	CS(=O)(=O)N1CCc2cc(C(=O)O)ccc21	96
26	CC1=CS/C(=C(/C#N)C(=O)N2CCCCC2)N1c1ccccc1	95
27	COc1ccc(/C(O)=C2/C(=O)C(=O)N(CCN(C)C)C2c2ccc(C)cc2)cc1Cl (configuration not stated)	88
28	O=C(Cn1cc(C(=O)COc2ccccc2)c2ccccc21)NCc1ccco1	95
29	O=C(O)c1cc(-c2ccccn2)n[nH]1	105
30	C=CCn1c(N2CCCCCC2)nc2c1c(=O)n(C)c(=O)n2C	78
31	CN(C)c1ccc(C2OC(=O)C3(CCCC3)C(=O)C2(C)C)cc1 (configuration not stated)	83
32	CCOc1ccc(OCC)c(NC(=O)CN2CCC(NC(=O)c3cccc(F)c3)CC2)c1	83
33	O=C(CSc1nnc(Cc2ccccc2)o1)N1CCCc2ccccc21	92
34	Cc1ccc(-n2c3c(cc(C(=O)NC4CCSC4=O)c2=O)C(=O)CC(C)(C)C3)cc1 (configuration not stated)	106
35	CCOC(=O)c1[nH]c2ccc(Br)cc2c1NC(=O)CCN1CCCCC1	83
36	COCCc1nnc(NC(=O)Cc2ccccc2)s1	114
37	COc1cc2c(cc1NC(=O)CCCN1C(=O)CCC1=O)oc1ccccc12	89
38	CC1(C)S[C@@H]2[C@H](NC(=O)[C@H](C(=O)O)c3ccsc3)C(=O)N2[C@H]1C(=O)O	99
39	CCOC(=O)c1ccc(N2C(=O)C(O)=C(C(C)=O)C2c2ccc(O)c(OC)c2)cc1 (configuration not stated)	96
40	O=C(CCCn1c(=O)oc2ccccc21)N1CCc2ccccc2C1	85
41	Cc1cccc(N(CC(=O)Nc2c(C)n(C)n(-c3ccccc3)c2=O)S(C)(=O)=O)c1C	80
42	CCOC(=O)C1(CCSC)NC(c2ccco2)C2C(=O)N(C)C(=O)C21 (configuration not stated)	92
43	Cc1cc(C)n(-c2nnc(C)n2NS(=O)(=O)c2ccc(F)cc2)n1	94
44	CCCCOC(=O)n1ccc(C(=O)Nc2ccccc2OC)n1	84
45	Cc1cc(NC(=O)CSc2nc(C3CCCCC3)nc3ccccc23)no1	93
46	Cc1cc(C)cc(OCC(=O)NCCN2CCOCC2)c1	94
47	CCOC(=O)CNc1nc(OCC#N)nc(N2CCOCC2)n1	83
48	CCCc1cc(=O)[nH]c(SCC)n1	73
49	COc1ccc(N2CCN(Cc3cc(=O)oc4ccc(Cl)cc34)CC2)cc1	91
50	Clc1ccc(-n2ncc3c(N4CCCC4)ncnc32)cc1	84
51	COc1ccc(-c2n[nH]c(C(F)(F)F)c2-c2cc3ccccc3o2)c(O)c1	68
52	COCCN(CCOC)C(=O)C12CCC(C)(C(=O)C1)C2(C)C (configuration not stated)	130
53	COc1ccc(NC(=O)C2CCCN(S(=O)(=O)c3c(C)n[nH]c3C)C2)c(OC)c1 (configuration not stated)	90
54	CCCC1c2ccc(C)n2CCN1C(=O)Nc1ccccc1Cl (configuration not stated)	77
55	COc1ccc(OC(=O)c2cc3ccccc3o2)cc1	75
56	CCN(CC)S(=O)(=O)c1ccc(-c2nnc(SCC(=O)N3c4ccccc4CC3C)o2)cc1 (configuration not stated)	95
57	CCNC(=O)CC1SC(=Nc2ccccc2C)N(C)C1=O (configuration not stated)	84
58	CCN(CC)C(=O)Oc1ccc2c(=O)c(-c3ccc(OC)cc3)coc2c1	90
59	Cc1cc(-c2ccccc2C(=O)NCc2ccccc2)on1	70
60	CCN(C(=O)c1coc(=O)c2ccccc12)c1cc(OC)ccc1OC	89

New compounds follow:
entry	mol	SK-BR-3 tox 24h
61	CCCc1cc(-c2[nH]ncc2-c2ccc3c(c2)OCCCO3)c(O)cc1O	85
62	CCC(=O)NCCc1cc2cc(C)c(C)cc2[nH]c1=O	83
63	Cc1n[nH]c(=O)nc1NCc1ccccc1Cl	102
64	Cc1ccc2[nH]c(=O)c(CN(Cc3cccs3)Cc3nnnn3CC3CCCO3)cc2c1 (configuration not stated)	110
65	CCN(CC)S(=O)(=O)c1cccc(C(=O)Nc2ccc(Cl)cn2)c1	101
66	Cc1nnc(SCCn2c(N3CCC(C)CC3)nc3c2c(=O)n(C)c(=O)n3C)s1	98
67	COc1ccc(CNC(=O)C2CC(=O)N(c3ccc(OCC(=O)N4CCCCC4)cc3)C2)cc1 (configuration not stated)	118
68	CCc1ccc(OCCCC(=O)O)c(Br)c1	89
69	O=C(Nc1ccccc1C(=O)NCc1ccco1)NC1CCCCC1	78
70	CCOC(=O)C(NC(=O)c1cccnc1)(Nc1cccc(C)n1)C(F)(F)F (configuration not stated)	77
71	Cc1cc2ccccc2c(=O)n1CC(=O)Nc1ccc2c(c1)OCO2	106
72	COC(=O)[C@H](Cc1ccccc1)NC(=O)N1CC(C)OC(C)C1 (some centres not stated)	94
73	c1ccc(-c2nnc(Cn3c4ccccc4c4nc5ccccc5nc43)o2)cc1	82
74	Cc1nc(-c2ccccc2)nc2[nH]c(C(C)C)cc(=O)c12	94
75	CCSCc1nnc(SCC(=O)Nc2cccc(SC)c2)n1C	120
76	CC1(C)CC(=O)c2cnc(N3CCN(c4ccccc4)CC3)nc2C1	77
77	CCOC(=O)CC(=O)Nc1nnc(C(C)C)s1	91
78	Cc1ccccc1N1C(=O)C2ON(c3ccccc3)C(c3cccnc3)C2C1=O (configuration not stated)	129
79	Oc1cccc(Nc2nc(NCC3CCCO3)c3ccccc3n2)c1 (configuration not stated)	129
80	CCCCn1c2nc3ccccc3nc2c2c(=O)n(CCC)cnc21	103
81	CCOC(=O)c1ccccc1NC(=O)CN1CCC(n2nnc3cc(F)ccc32)CC1	100
82	Nn1c(SCc2nc3ccccc3[nH]2)nnc1-c1cccnc1	100
83	CCN(CC)CCN1C(=O)C(=O)/C(=C(/O)c2c(C)[nH]c(C(=O)OC)c2C)C1c1ccco1 (configuration not stated)	113
84	COc1cc2[nH]c(=O)n(CCC(=O)N3CCN(c4cccc(C)c4C)CC3)c(=O)c2cc1OC	4.9*
85	O=C(NC1CCCCC1NC(=O)c1cccs1)c1cccs1 (configuration not stated)	107
86	O=C1C(C=NCCN2CCOCC2)=C(O)c2ccccc21	55
87	COc1ccc(C2C3=C(CC(C)(C)CC3=O)Oc3ncn(CC(C)C)c(=N)c32)cc1 (configuration not stated)	98
88	CCOC(=O)Cn1nc(C)c2ccccc2c1=O	82
89	O=C(NC1=NCCS1)Nc1ccccc1	87
90	COc1ccc(S(=O)(=O)N(C)CC(=O)Nc2c(F)cccc2F)cc1	109

A portion from the list above, as a working copy:
entry	mol	SK-BR-3 tox 24h
61	CCCc1cc(-c2[nH]ncc2-c2ccc3c(c2)OCCCO3)c(O)cc1O	85
62	CCC(=O)NCCc1cc2cc(C)c(C)cc2[nH]c1=O	83

Results in sequence from the entries so far.
SK-BR-3 tox 24h, nos. 62–67, in order: 83, 102, 110, 101, 98, 118

Other entries:
entry	mol	SK-BR-3 tox 24h
91	Cn1c(=O)[nH]c(=O)c2c1nc(N(CCO)Cc1ccccc1)n2Cc1ccccc1Cl	55
92	CCOC(=O)CC(N)c1ccc2c(c1)OCO2 (configuration not stated)	89
93	Cc1nnc(NC(=O)c2c(F)c(F)c(F)c(F)c2F)s1	77
94	N#Cc1ccccc1N=C1CCCN1Cc1ccccc1	88
95	COc1ccccc1CNc1n[nH]c(NCc2ccccc2OC)n1	87
96	O=C(c1ccco1)N1CCN(C(=O)c2cnn3c(C(F)(F)F)cc(-c4cccs4)nc23)CC1	82
97	COC(=O)c1[nH]c2ccc(C)cc2c1NC(=O)CN1CCCC(C)(C)C1	86
98	CCOc1ccc(C2/C(=C(\O)c3cccc(OC)c3)C(=O)C(=O)N2c2cc(C)on2)cc1OC (configuration not stated)	93
99	O=P(O)(CCCP(=O)(O)CCc1ccccc1)CCc1ccccc1	99
100	Cc1cc2oc(=O)cc(CN3CCN(C/C=C/c4ccccc4)CC3)c2cc1O	99
101	CCCOC(=O)CCc1n[nH]c(=O)[nH]c1=O	101
102	COC(=O)c1ccccc1NC(=O)c1nc2nc(C)cc(C(F)F)n2n1	90
103	O=C(COC(=O)C1(c2ccccc2F)CCCC1)N1CCN(C(=O)c2ccco2)CC1	84
104	CCOC(=O)N1CCN(c2cc3[nH]c(=S)[nH]c3cc2F)CC1	97
105	O=C(O)C1C2C=CC(C2)C1C(=O)Nc1ccc2c(c1)OCCO2 (configuration not stated)	96
106	CCc1ccc2[nH]c(=O)c(CN(CCN(C)C)C(=O)Nc3ccccc3OC)cc2c1	81
107	O=C(Oc1cc2oc(=O)c3c(c2cc1Cl)CCCC3)c1ccco1	87
108	O=C(CSc1nnc2sc3ccccc3n12)NCc1ccco1	90
109	Cc1[nH]c2ccc(-c3nnc(SCC(=O)c4ccccc4F)o3)cc2c1C	85
110	CC(=O)c1ccc(-c2nc3ccccc3n2C)o1	93
111	O=C(Nc1nc2ccccc2n1CCN1CCOCC1)c1cn(-c2ccccc2)nc1-c1ccccc1	83
112	O=c1c2[nH]c3ccc(Cl)cc3c2ncn1Cc1ccccn1	97
113	Nc1nc(C2C(=O)CCCC2=O)cs1	90
114	COCCn1c(-c2ccccc2)nc2oc3ccccc3c(=O)c2c1=O	88
115	c1ccc(-c2nn3c(-c4ccco4)nnc3s2)nc1	86
116	Cc1ccc(S(=O)(=O)N2CCCC2C(=O)NCc2ccco2)cc1 (configuration not stated)	95
117	CCN1C(=O)/C(=C\N2CCN(C)CC2)SC1=S	101
118	COC(=O)CN(C(=O)CSc1nnc(-c2cccc(OC)c2)o1)c1ccc(OC)cc1	101
119	CC1NC(=O)NC1CCCCC(=O)O (configuration not stated)	110
120	O=C(Cc1nn[nH]n1)NCc1ccccc1Cl	89

In another format: results already given.
112) O=c1c2[nH]c3ccc(Cl)cc3c2ncn1Cc1ccccn1
  SK-BR-3 tox 24h: 97

113) Nc1nc(C2C(=O)CCCC2=O)cs1
  SK-BR-3 tox 24h: 90

(more compounds)
entry	mol	SK-BR-3 tox 24h
121	O=C(NCc1ccncc1)c1ccc(Cl)c(S(=O)(=O)N2CCOCC2)c1	92
122	CCOC(=O)c1nnn(-c2nonc2NC(C)=O)c1C	96
123	Cn1c(OCc2ccc3c(c2)OCO3)nc2c1c(=O)n(Cc1cccc(Cl)c1)c(=O)n2C	87
124	CCN1C(=O)CC(N2CCC(C(=O)N3CCOCC3)CC2)C1=O (configuration not stated)	109
125	COc1ccc(N(CC(=O)Nc2ccc(C)c(C)c2)S(=O)(=O)c2c(C)n[nH]c2C)cc1	92
126	Cc1ccc(-n2ncc3c(=O)[nH]cnc32)c(C)c1	86
127	O=C(COC(=O)Cc1ccsc1)NC1CCCCCC1	96
128	CCCCC[C@H](O)/C=C/C1=C(CCCCCCC(=O)O)C(=O)CC1	107
129	C=CCn1c(SCc2ccc(Cl)cc2)nc2c1c(=O)[nH]c(=O)n2C	87
130	CCc1ccccc1NC(=O)N[C@@H](C)C(=O)O	95
131	COc1cc(C(=O)N2CCN(C(=O)C3CC3)CC2)cc(OC)c1OC	128
132	Cn1c(=O)[nH]c(=O)c2c1nc(NCc1ccco1)n2CCCc1ccccc1	108
133	CC1(C)CC(=O)c2sc(NC(=O)CN3CCOCC3)nc2C1	91
134	CN1CCCN(C(=O)c2ccc(Cl)c(S(=O)(=O)N(C)c3ccccc3)c2)CC1	98
135	COc1ccc(CCN2CC(C(=O)O)CC2=O)cc1 (configuration not stated)	95
136	CCCOC(=O)c1ccc(NC(=O)CCC(=O)OCC)cc1	110
137	O=C1[C@@H]2[C@H](C(=O)N1n1cnnc1)[C@H]1C=C[C@@H]2C1	80
138	C/C(=C1/SC(N2CCCC2)=NC1=O)c1ccc(Br)cc1	59
139	COc1ccc(-c2nc(C#N)c(NCCCN(C)C)o2)cc1OC	97
140	CCOC(=O)C1=C(C)Nc2nnnn2C1c1c[nH]c2ccccc12 (configuration not stated)	98
141	N#CCSc1n[nH]c2nc3c(c(=O)n12)C1(CCCC1)Cc1ccccc1-3	87
142	CCN(CC)C(=O)CSc1nnc(-c2ccc(F)cc2)n1N	91
